# Screening data deposited in PubChem by several laboratories.
# PfHsp90 set2: growth inhibition of yeast expressing Plasmodium Hsp90. AID 504621. hit rate 0.32% among 310,000. S. cerevisiae expressing PfHsp90, BacTiter-Glo ATP, 48 h; yeast lacking PDR1 and PDR3 efflux regulators. inhibition, % at 9.4 µM;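 active = every replicate shows inhibition above about 80%, whatever the replicate mean, limit read from the data; inconclusive = mean inhibition reaches the set limit but some replicate falls short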;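 note: 0% = DMSO neutral controls and 100% = 20 µM radicicol positive controls; yeast relying on Plasmodium falciparum Hsp90 in place of its own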
# AddAB inh: less growth of phage-infected E. coli with AddAB; AID 435030; inhibition, % at 11.9 µM; hit rate 0.29% among 330,000; E. coli expressing H. pylori AddAB, absorbance growth; in the data active = inhibition above about 12%;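 note: 0% = vehicle wells of infected cells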
# PKA-R1A act: PKA-R1A complex activation | P00514+P68181 | PKA-R1A dissociation, Cy5-IP20 fluorescence polarization; scaled: DMSO 0%, 113 µM cGMP 100% | activation, % at 11.4 µM | hit rate 0.083% among 340,000 | AID 504707;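 active = percent activation above the mean of all tested compounds plus 3 SD, cut at about 19% in these data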;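 note: higher means more PKAc released from R1A so a rise in polarization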
# Mot1-301 SUMO: inhibitors of SUMOylation pathway: yeast Mot1-301 growth rescue | S. cerevisiae Mot1-301 growth rescue, ATP luminescence, 38.5C; percent above DMSO median, 100 means doubled | growth rescue, % at 18.8 µM | hit rate 1% among 320,000;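 active = every valid replicate shows activation above 250% relative to neutral control wells; inactive = the rest, any valid replicate at or below 250%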;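 note: OY570 slx delta 5 strain wells were the positive control but not used for scaling; some compounds called inactive have numbers as strong as hits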
# OPRM1-OPRD1 inv: inverse agonist of human OPRM1-OPRD1 heterodimerization. inhibition, % at 9.3 µM. cell-based MOR-DOR heterodimer luminescence, inverse agonism. hit rate 0.21% among 340,000. P35372+P41143. AID 504357; in the data active = inhibition above about 22%, passing the limit was not always enough;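 note: 0% = cells with DMSO and 100% = wells without cells with DMSO; values of inactives mirror those of a sister screen read the other way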
# Target sequence (P35372 whole entry, looked up): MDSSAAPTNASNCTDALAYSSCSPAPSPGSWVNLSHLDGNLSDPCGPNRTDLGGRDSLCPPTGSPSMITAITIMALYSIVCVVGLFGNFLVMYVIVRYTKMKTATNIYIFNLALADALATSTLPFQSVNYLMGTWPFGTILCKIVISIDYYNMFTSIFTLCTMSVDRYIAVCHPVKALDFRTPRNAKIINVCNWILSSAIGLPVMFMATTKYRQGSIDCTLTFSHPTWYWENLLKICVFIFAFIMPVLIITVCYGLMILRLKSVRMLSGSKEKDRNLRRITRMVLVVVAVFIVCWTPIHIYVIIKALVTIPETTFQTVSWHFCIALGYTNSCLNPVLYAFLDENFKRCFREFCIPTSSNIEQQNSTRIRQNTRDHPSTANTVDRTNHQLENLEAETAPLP
# Target sequence (P41143 whole entry, looked up): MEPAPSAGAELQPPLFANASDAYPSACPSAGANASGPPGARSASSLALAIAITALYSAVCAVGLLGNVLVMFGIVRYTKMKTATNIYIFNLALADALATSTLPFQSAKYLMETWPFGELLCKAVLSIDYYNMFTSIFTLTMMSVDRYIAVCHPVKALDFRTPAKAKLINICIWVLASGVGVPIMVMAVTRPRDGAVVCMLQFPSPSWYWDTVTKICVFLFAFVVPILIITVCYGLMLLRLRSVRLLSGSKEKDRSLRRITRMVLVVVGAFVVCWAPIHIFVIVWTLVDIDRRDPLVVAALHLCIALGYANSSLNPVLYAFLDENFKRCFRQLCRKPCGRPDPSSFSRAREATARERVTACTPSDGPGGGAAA
# DSG3 Ab inh: blocks pemphigus antibody binding to human desmoglein-3; AID 588358; DSG3-coupled beads, scFv-anti-DSG3-GFP binding, flow cytometry; hits give low values; hit rate 0.48% among 310,000; P32926; binding (percent of control), % at 10 µM;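 active = binding more than 3 SD below its plate's average and above zero; inconclusive = below that plate limit but binding exactly zero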;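 note: hits lower antibody fragment binding to DSG3; some compounds called inactive have numbers as strong as hits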
# Arrestin-AP2 inh: inhibitors of human beta-arrestin and AP2 interaction. FITC-arrestin peptide / GST-AP2 beads, flow cytometry; AP2 beta2 appendage carries R879A mutation. inhibition, % at 10 µM. hit rate 0.31% among 340,000. AID 504490;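 active = inhibition above a set limit, near 3 SD of compounds lacking own fluorescence, cut at about 54% in these data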;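 note: plate controls were DMSO wells for no effect and 5 µM unlabelled arrestin peptide for full effect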
#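 system = GST-tagged AP2 beta2-adaptin appendage (R879A) on 4 µm glutathione beads | reagent = FITC-labelled arrestin peptide probe, 50 nM final | schedule = compound with beads 12 min RT, then probe 1 h RT | signal = HyperCyt-sampled flow cytometry, FL1 channel, ex 488/em 535 nm | read-out = percent response from loss of bead-bound FITC fluorescence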
# MOR-DOR ag: OPRM1-OPRD1 heterodimerization agonism; P35372+P41143; activation, % at 9.3 µM; cells, luminescence; hit rate 0.3% among 340,000; in the data active = activation above about 18%;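 note: 0% = vehicle-treated cells and 100% = reference agonist; values of inactives mirror those of a sister screen read the other way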
# Tat transport: inhibitors of E. coli Tat protein transport | E. coli MC4100 TorA-mCherry Tat export, fluorescence | inhibition, % at 10 µM | hit rate 0.036% among 340,000;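 active = mean replicate inhibition at least 50% and at least half of replicates individually reaching 50%; inconclusive = only one of the two criteria met; inactive = neither criterion met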;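 note: exported cargo escapes ClpAP degradation while cytoplasmic cargo is degraded and loses fluorescence; 0% = median of neutral control wells and 100% = median of NaSCN control wells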
# E coli growth: bacterial growth inhibition, counter-screen for AddAB inhibitors | E. coli V3065 growth, OD600 absorbance, 18 h | inhibition, % at 11.9 µM | hit rate 0.27% among 330,000 | AID 449728;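 active = inhibition above the campaign's mean inhibition across all tested compounds plus 3 SD, cut at about 9.9% in these data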;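 note: uninfected addAB+ strain grown without phage in ampicillin broth; 0% = DMSO wells and 100% = ciprofloxacin 0.95 µg/ml wells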
# phage Ecoli inh: E. coli growth loss with phage present | hit rate 0.26% among 360,000 | growth absorbance | inhibition, % at 11.9 µM; in the data active = inhibition above about 11%
# * marks the source's active call; other numbers are inactive results; u = inconclusive; x = not tested or not shown; + = active, no number; & = joins results of further samples.
# Screens in order – PfHsp90 set2	AddAB inh	PKA-R1A act	Mot1-301 SUMO	OPRM1-OPRD1 inv	DSG3 Ab inh	Arrestin-AP2 inh	MOR-DOR ag	Tat transport	E coli growth	phage Ecoli inh
CCCn1nnc(NC(=O)c2ccc3c(c2)OCO3)n1
    5	1.4	8	0	11	104	-4	-2.1	5	2.5	1.3
COc1ccc(CCCC(=O)N/N=C/c2ccc(C)cc2)cc1
    -19	1.7	0	39	-12	100	13	2.3	-7	0.0	2.7
O=C(CN1CCOc2ccccc21)N1CCC(Cc2ccccc2)CC1
    14	3.9	-13	-11	5	103	1	-1.0	-6	0.0	1.7
Cn1c(SCC(=O)NCC2CCCO2)nnc1-c1ccc(Cl)cc1 (centres undefined)
    5	1.3	-10	2	2	x	-4	-0.6	-14	0.6	2.5
O=C1C2C3C=CC(C3)C2C(=O)N1CCN1CCN(S(=O)(=O)/C=C/c2ccccc2)CC1 (centres undefined)
    9	2.7	4	-14	14	103	30	-2.6	4	-0.7	5.0
CCCCCc1c(C)nc(Nc2ccccc2)[nH]c1=O
    17	3.1	-10	-8	-22	102	1	4.1	1	3.3	5.1
COc1ccc(C)cc1S(=O)(=O)N1CCN(C(=O)c2ncoc2-c2ccc(C)cc2)CC1
    0	-4.9	10	-3	-1	103	10	0.1	4	-3.0	-0.6
CSc1nccc(Oc2cccc(C#N)c2)n1
    19	0.7	3	13	18	97	-6	-3.6	4	1.2	0.7
Cc1ccc2nc(SCC(=O)c3ccc4c(c3)OCO4)[nH]c2c1
    22	0.7	-14	8	-4	102	0	0.8	14	-2.2	-0.6
Cc1ccc(-n2nnc3c(=O)n(Cc4cc(C)ccc4C)cnc32)cc1
    -22	0.8	-5	108	13	121	-7	-2.9	-4	0.7	0.1
CCCCC(=O)N1C/C=C\[C@H](c2ccc(OC)cc2)N(Cc2ccc(F)cc2)C(=O)[C@@H]1C
    x	-0.4	6	-25	0	106	-10	0.0	3	-4.9	-0.9
CC(C)(C)C(=O)Nc1c2c(nn1-c1ccccc1)CSC2
    -17	2.4	-7	53	4	116	8	-0.9	-4	1.1	3.0
Cc1ccccc1NC(=O)NCC1CCN(C(=O)OC(C)(C)C)CC1
    -7	2.4	2	10	2	x	38	-0.4	-1	5.7	3.6
O=C(c1cn(-c2ccccc2)nc1-c1cccs1)N1CCOCC1
    x	2.5	-3	+	13	104	19	-2.6	-3	-0.9	-0.2
Cc1ccc(-c2cc(C(=O)NCCCN3CCOCC3)no2)cc1
    15	1.0	4	487	3	96	-3	-0.5	0	1.7	1.9
O=C(O)CC(NC(=O)CCC1CCCCC1)c1cc([N+](=O)[O-])ccc1Cl (centres undefined)
    6	0.9	0	-1	5	100	-10	-1.1	-1	-2.2	2.3
O=C(O)CCCCCN1C(=O)c2ccc(C(=O)O)cc2C1=O
    4	0.5	-6	12	2	101	0	-0.3	1	-0.9	2.2
Cc1ccccc1C(=O)NNc1ccc(-c2csnn2)cc1
    -18	0.6	-4	-8	15	x	-2	-3.0	-5	1.1	0.6
O=C1c2ccc(Br)cc2C(=O)N1c1ccc(Cl)cn1
    -13	1.5	14	-10	7	109	9	-1.4	-3	-2.1	3.5
CC1(c2ccc(Cl)cc2)NC(=O)N(CN2CCOCC2)C1=O (centres undefined)
    -12	-0.6	9	14	2	107	-4	-0.3	-2	1.5	0.3
Cc1cccc(N2CCN(C(=O)CN3CCOc4ccccc43)CC2C)c1 (centres undefined)
    x	4.0	-2	11	-15	101	27	2.8	-3	0.0	1.1
Cc1cc(NC(=O)c2ccc(C)s2)n(-c2ccccc2)n1
    x	3.6	-4	-4	-19	x	8	3.2	2	0.0	1.0
COc1cccc(CN2CC(C(=O)NCc3ccc(Cl)s3)CCC2=O)c1 (centres undefined)
    20	x	-1	x	11	97	-7	-2.0	-5	x	-0.3
CCN(c1ccccc1)S(=O)(=O)c1ccc(C(=O)Nc2nccs2)cc1
    -4	1.0	-7	x	-46	118	5	8.2	0	0.9	0.3
Cc1cc(C)c(OCCCCN2CCNCC2)c(C)c1
    7	-0.3	-4	-16	7	93	-1	-1.4	-6	-1.5	-1.7
O=C(NCCCN1CCCC1=O)c1ccc(NS(=O)(=O)c2ccccc2)cc1
    2	2.4	-7	-4	8	94	-4	-1.3	-5	-0.8	0.6
C=CCn1c(SCc2cccc(C#N)c2)nnc1-c1ccccc1O
    5	5.9	-1	3	22	111	19	-4.3	1	0.7	2.1
CCC(=O)Nc1cccc(C(=O)/C=C/c2cc(Br)ccc2OC)c1
    -83	-0.2	-2	-4	x	103	7	x	6	0.2	4.0
O=C(CNC(=O)c1ccccc1F)N/N=C\C=C\c1ccccc1
    15	1.0	1	1	14	98	-11	-2.7	-4	1.6	-0.2
CC(C)CNS(=O)(=O)c1ccc(OCC(=O)Nc2ccc3c(c2)OCCO3)cc1
    -29	-3.2	-11	-6	-21	94	1	3.1	-1	-2.6	2.9
O=C(CSc1ncn[nH]1)NC12CC3CC(CC(C3)C1)C2
    3	4.7	-9	x	1	95	-5	-0.2	-5	-2.5	1.7
CN1C2CCC1CC(NS(=O)(=O)c1cc(Cl)c(Cl)cc1Cl)C2 (centres undefined)
    8	3.5	-9	223	3	103	-6	-0.6	u	-3.9	-1.3
CCn1c(N2CCN(C(=O)Nc3ccc(F)cc3)CC2)nc2ccccc21
    -6	2.7	-10	x	7	94	-4	-1.4	-7	1.8	1.0
O=[N+]([O-])c1ncccc1OCc1ccc(Br)cc1F
    27	6.5	4	-3	3	105	-19	-0.3	2	-1.5	5.9
COc1cc(/C=N/n2c(C3CCCCC3)n[nH]c2=S)cc(OC)c1O
    -30	2.5	-7	400*	14	120	-11	-3.0	3	-1.5	-0.7
O=C(CNC(=O)c1ccccc1F)c1ccccc1
    -1	4.0	-13	-3	18	108	-1	-3.8	0	2.1	4.4
O=C(NCc1cccc(Cl)c1)c1cccc(C(F)(F)F)c1
    0	2.7	0	-1	-11	103	-5	2.0	7	1.7	3.6
Cc1occc1C(=O)Nc1nnc(C2CCCCC2)s1
    -11	1.6	0	18	-51	94	9	9.5	-13	2.9	1.2
CCOC(=O)c1ccc(N2C(=O)C(CC(N)=O)N(CCc3ccc(OC)c(OC)c3)C2=S)cc1 (centres undefined)
    -11	-1.0	0	100	6	101	7	-1.2	-6&1	-2.2	-1.3
CC1=CC(C)(C)n2c(O)c(N=N)c3cc(C)cc1c32
    40	1.6	-2	3	-14	114	4	2.7	3	0.3	1.0
CC(=O)NS(=O)(=O)c1ccc(NC(=O)/C=C/c2ccc(C)o2)cc1
    -2	-0.4	7	-8	7	101	35	-1.2	-7	0.9	4.9
Cc1c(C(=O)N(C)C)sc2nc(-c3ccccn3)[nH]c(=O)c12
    20	3.2	-5	2	16	95	6	-3.2	-1	-2.8	1.4
CC(=O)N1CCC(C(=O)N2CCN(S(=O)(=O)c3ccc(Cl)s3)CC2)CC1
    5	1.5	-11	1	16	96	43	-3.0	4	0.2	0.7
O=C(CN1C(=O)NC2(CCCCC2)C1=O)Nc1cccc(S(=O)(=O)N2CCCC2)c1
    -2	-3.0	1	40	2	102	1	-0.4	0	-4.2	2.9
O=C(CNC(=O)c1cccs1)NCC(=O)OCc1cccc(Cl)c1
    6	-0.9	-6	-11	5	96	8	-1.0	-11	-3.2	-1.9
NC(=O)c1nsc(C(=O)N(c2ccc3c(c2)OCCO3)C(C(=O)NCC2CCCO2)c2ccc(F)cc2)c1N (centres undefined)
    5	-1.0	-15	-12	2	x	14	-0.3	-3	-1.4	0.5
CC(=O)NC(=S)Nc1ccccc1F
    2	-1.3	2	2	-8	105	6	1.5	1	0.1	-1.0
COc1cccc(Cn2c(=O)c3ccccc3n3nc(C)cc23)c1
    17	0.2	8	-8	1	108	3	-0.1	-3	-0.8	-0.2
O=C(CCc1nc(-c2ccccc2Cl)no1)NC1CCCCC1
    2	3.7	-1	222	16	97	25	-3.0	-12	0.5	1.3
O=C(c1ccc(S(=O)(=O)Nc2cccc(C(F)(F)F)c2)cc1)N1CCC1
    -20	0.6	2	-3	19	104	3	-3.6	-5	0.1	-0.6

# Further structures.
# Screens in order – PfHsp90 set2	AddAB inh	PKA-R1A act	Mot1-301 SUMO	OPRM1-OPRD1 inv	DSG3 Ab inh	Arrestin-AP2 inh	MOR-DOR ag	Tat transport	E coli growth	phage Ecoli inh
CCN1C(=O)[C@H]2[C@@H](c3ccc(C)cc3)N3C(=O)N(c4cccc(Cl)c4)C(=O)[C@@]3(Cc3ccccc3)[C@H]2C1=O
    -10	3.1	-14	-4	14	109	2	-2.4	15	2.9	0.2
Cc1ccsc1C(=O)OCC(=O)N(C)C1CCCCC1
    30	0.3	-4	-6	3	x	-1	-0.7	-4	-0.4	1.0
Cc1cc(C(=O)CSc2nnnn2C)c(C)n1-c1cccc(F)c1
    -7	1.1	-1	-7	21	118	-7	-4.5	3	2.0	0.2
CCc1cccc(NC(=O)C2CCN(S(=O)(=O)c3ccc4c(c3)NC(=O)CO4)CC2)c1
    -35	1.6	-9	2	15	100	44	-2.9	7	-0.7	3.2
COc1ccc(C2C(=O)N(CCc3ccccc3)CC(=O)N2C2CCCCC2)cc1 (centres undefined)
    8	1.1	-11	-20	-14	102	-5	2.6	-5	1.5	2.6
COc1ccc(CNC(=O)c2sccc2-c2ccccc2)cc1OC
    17	0.6	-12	-12	3	94	-6	-0.6	-2	0.4	1.8
CN(C)S(=O)(=O)c1cccc(NC(=O)COC(=O)CCc2nc3ccccc3s2)c1
    -10	1.4	-4	5	9	98	5	-2.1	-4	-0.3	1.7
O=C(COc1ccc(CO)cc1)Nc1ccc(F)cc1
    -15	1.3	9	6	6	97	-3	-1.1	-3	-0.9	0.3
CC1CC(C)CN(c2ccc(C(=O)OCC(=O)NC3CCCc4ccccc43)cc2[N+](=O)[O-])C1 (centres undefined)
    18	3.1	1	318	6	107	30	-1.3	-3	-1.2	3.2
O=c1cc(-c2ccccc2)nc2cc(-c3ccc(Br)cc3)[nH]n12
    -8	0.3	-5	201	1	96	29	-0.3	-3	-3.7	1.4
COc1cccc(NC(=O)CN2C(=O)CSc3ccc(S(=O)(=O)N4CCC(C)CC4)cc32)c1
    -6	1.5	-14	-4	-22	95	1	4.1	11	-1.5	0.6
CCOc1ccc(N2C(=O)CC(N3CCN(c4ccccc4F)CC3)C2=O)cc1 (centres undefined)
    -3	-1.6	-4	5	3	83	5	-0.6	3	-2.5	2.5
